# Screens from PubChem.
# ABCB6 inh 2: inhibitors of human ABC transporter ABCB6 | Q9NP58 | K562-ABCB6 porphyrin accumulation, flow cytometry, 1 h; hits give low values | fluorescence ratio to DMSO, % at 10 µM | 360,000 tested, 0.19% active | AID 602162;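 active means fluorescence ratio to DMSO below 75%, the collection mean minus 3 SD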;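 further: signal is porphyrin accumulated inside mitochondria; 100% equals median channel fluorescence of DMSO control wells; lower ratio means ABCB6 inhibition with less porphyrin fluorescence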
# MC4R ag barr: activates human MC4R beta-arrestin recruitment; P32245; AID 540308; 360,000 tested, 0.98% active; activation, % at 8.9 µM; U2OS MC4R beta-arrestin complementation, luminescence; percent of melanotan II response, DMSO zero;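 active means activation above a per-plate cutoff, the mean activation of sample wells on that plate plus 3 SD, cut at about 8% in these data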
# MC4R antagonist: blocks human MC4R cAMP signaling; P32245; MC4R-expressing cells, MTII-stimulated cAMP, LANCE TR-FRET; inhibition, % at 6.5 µM; 360,000 tested, 0.48% active;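 active means inhibition above its plate's cutoff, the mean of tested wells on that plate plus 3 SD, cut at about 29% in these data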;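 further: 0% = Melanotan II alone and 100% = Melanotan II plus saturating MCL0020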
#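 System – human MC4R-expressing U2OS cells · Also added – Melanotan II · Dosing – one concentration, 6.5 µM nominal · Timing – 30-min compound, 1-h challenge, 1-h detection, room temperature · Measured by – Eu-cAMP/anti-cAMP TR-FRET, emission 671 nm · Replicates – singlicate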
# Exocytosis inh: lytic granule exocytosis inhibition; TALL-104 LAMP-1 surface exposure, flow cytometry; cells stimulated with thapsigargin and PMA; inhibition, % at 10 µM; 360,000 tested, 0.66% active;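 active means inhibition above about 55%, limit read from the data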
# H9c2 protect: myocardial damage modulation in H9c2 cells; H9c2 cardiomyocytes, H2O2 injury protection, ATPLite, 2 h; protection from H2O2 cell death, % at 20 µM; 360,000 tested, 0.63% active;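 active means compounds giving at least 50% protection of heart cells from peroxide-induced death in the single-dose screen, raw or plate-pattern-corrected value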;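 further: 0% = DMSO wells with peroxide and 100% = DMSO wells without peroxide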
# ABHD5 PLIN5 PPI: inhibitors of human ABHD5-perilipin-5 interaction. Q00G26+Q8WTS1. Split G. princeps luciferase complementation, luminescence, 4 h. inhibition, % at 4 µM. 360,000 tested, 0.78% active. AID 602281;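 active means inhibition above the mean inhibition across every tested compound plus 3 SD, cut at about 22% in these data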;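 further: 0% = DMSO only wells and the 100% control is not disclosed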
# Target sequence (Q00G26 whole entry, looked up): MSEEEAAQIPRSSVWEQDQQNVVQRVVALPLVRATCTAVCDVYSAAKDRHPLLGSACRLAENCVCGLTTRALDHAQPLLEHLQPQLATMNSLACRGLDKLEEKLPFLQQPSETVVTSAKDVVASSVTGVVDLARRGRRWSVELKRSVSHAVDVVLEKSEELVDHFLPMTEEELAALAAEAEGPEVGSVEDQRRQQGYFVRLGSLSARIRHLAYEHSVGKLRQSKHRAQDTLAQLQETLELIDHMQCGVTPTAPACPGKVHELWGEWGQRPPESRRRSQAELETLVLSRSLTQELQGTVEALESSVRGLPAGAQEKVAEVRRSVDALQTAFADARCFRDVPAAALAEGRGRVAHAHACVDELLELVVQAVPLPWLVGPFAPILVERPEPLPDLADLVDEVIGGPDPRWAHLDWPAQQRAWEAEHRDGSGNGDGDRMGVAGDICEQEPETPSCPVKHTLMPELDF
# Target sequence (Q8WTS1 whole entry, looked up): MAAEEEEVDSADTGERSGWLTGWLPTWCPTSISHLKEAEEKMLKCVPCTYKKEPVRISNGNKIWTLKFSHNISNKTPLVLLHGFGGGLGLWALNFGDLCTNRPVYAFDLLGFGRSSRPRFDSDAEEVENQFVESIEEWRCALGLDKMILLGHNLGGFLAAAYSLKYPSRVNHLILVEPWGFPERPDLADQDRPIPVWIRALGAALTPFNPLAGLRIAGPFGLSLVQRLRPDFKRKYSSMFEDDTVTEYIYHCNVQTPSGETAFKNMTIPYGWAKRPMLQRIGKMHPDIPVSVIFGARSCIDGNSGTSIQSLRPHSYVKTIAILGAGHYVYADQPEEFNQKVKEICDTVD
# PDI inh: inhibitors of human protein disulfide isomerase; inhibition, % at 10 µM; AID 588391; PDI insulin aggregation turbidity, A650, 90 min; 350,000 tested, 0.052% active;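 active means mean inhibition across replicates of 30% or more, whatever share of single replicates reach that level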;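 further: absorbance from insulin aggregation driven by PDI reduction with DTT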
# Glyco luc inh: blocks N-linked glycosylation in D54 reporter cells; D54 ERlucT glycosylation luciferase reporter, 24 h; percent of 100 nM tunicamycin response; reporter increase, % at 12.5 µM; 360,000 tested, 0.23% active;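 active means mean luciferase reporter signal, scaled so untreated is 0 and the glycosylation-blocking control 100, at or above a set limit in every replicate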;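 further: luciferase carries N-glycosylation sites so blocking glycosylation raises the light; 0% = median of neutral control wells and 100% = median of 100 nM tunicamycin wells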
# HTR2A ag: mouse HTR2A agonism via beta-arrestin recruitment; 360,000 tested, 0.66% active; activation, % at 7.6 µM; CHO-K1 mHTR2A beta-arrestin complementation, luminescence; percent of 30 µM serotonin response; P35363;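 active means activation above a run cutoff, the mean activation of all tested compounds plus 3 SD, cut at about 14% in these data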;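 further: 0% = plate median of compound wells and 100% = 30 µM serotonin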
# CaV13 FRET inh: Primary screen for inhibitors of IQ motif and Ca2+-dependent inactivation inhibitor domain binding in CACNA1D, Förster resonance energy transfer in living cells, …. AID 743397. inhibition, % at 12.3 µM. 340,000 tested, 0.098% active. HEK cells, CFP/YFP FRET ICDI-IQ, plate reader, 10 min; percent FRET-ratio fall versus neutral wells;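 active means mean replicate inhibition of at least 30% and at least 1% of replicates passing that level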;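 further: 0% = median of the neutral control wells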
# Starred values were filed as active, the others as inactive; x = no result given; + = active, no number; & = joins results of further samples.
SMILES,ABCB6 inh 2,MC4R ag barr,MC4R antagonist,Exocytosis inh,H9c2 protect,ABHD5 PLIN5 PPI,PDI inh,Glyco luc inh,HTR2A ag,CaV13 FRET inh
CCC(C)NS(=O)(=O)c1ccc(NC(=O)C(Sc2ccccc2)c2ccccc2)cc1 (centres undefined),97,0.2,15,4,-12,-13,13,-13,-6,-4
CCOC(=O)N1CCC(NCCNC(=O)c2ccccc2)CC1,98&95,-1.0&0.3,-5&2,0&-7,-2&-2,2&-4,-2&11,3&2,3&3,-4&-4
NC(=O)c1nn(-c2ccccc2)nc1NC(=O)CN1CCCC1,95,1.6,-4,-6,6,-5,4,2,2,-3
O=C(CSc1nnnn1-c1cccc(F)c1)NC1CC1,97,1.5,-5,2,-2,9,2,-1,3,-5
Cn1c(COc2cccc3ccccc23)nnc1SCC(=O)OC1CCCCC1,89,2.5,20,15,-8,2,4,1,3,-4
O=C(CN1CCOCC1)NCc1ccccc1,99,-0.4,5,2,1,0,0,2,1,-8
COc1cccc(CNc2nc(-c3cccnc3)nc3ccccc23)c1,103,-2.5,-7,-2,2,1,-2,1,0,5
Cc1ccccc1-n1c(-c2ccco2)n[nH]c1=S,94,-3.2,2,0,2,-9,2,2,4,-2
CC(=O)Nc1ccc(NC(=O)c2c(C)nn(Cc3ccccc3Cl)c2C)cc1,98,2.4,-7,-5,1,11,-5,-3,1,-4
O=C(Nc1ccccc1)c1cccc(C(F)(F)F)c1,100,-0.3,18,0,2,1,6,2,0,-2
O=C(COC(=O)c1ccccc1)NCc1ccco1,98,-1.1,-1,1,12,8,-5,2,1,x
CCCCN(CC(=O)NCc1ccc(F)cc1)C(=O)c1ccco1,99,0.9,3,1,-3,2,-9,0,7,-5
O=[N+]([O-])c1ccc(S(=O)(=O)Nc2ccc(S(=O)(=O)N3CCCC3)cc2)cc1,101,-1.2,4,-3,-3,15,-4,1,-2,-7
O=c1nc2cccc3c2=c(/c1=C(\O)c1ccccc1)c1ccccc1c3=O,108,0.8,23,-2,6,-3,7,0,-3,-2
Cc1cc(=O)oc2cc(NC(=O)c3ccccc3C(=O)O)ccc12,90,-0.9,-3,-1,-3,2,0,2,0,-4
O=C(NCC(c1ccco1)N1CCN(c2ccc(F)cc2)CC1)OCc1ccccc1 (centres undefined),104,8.3*,5,2,0,-7,3,-1,-4,-5
N#C/C(=C/c1ccc2c(c1)OCO2)C(=O)Nc1ccc(O)cc1,91,-1.5,-14,4,-7,3,-3,12,-1,2
CCC(C)NC(=O)CSc1nc2ccsc2c(=O)n1NC(=O)c1ccccc1 (centres undefined),97,0.8,2,1,4,3,-10,2,2,-5
Cc1[nH]c2ccc3c(ncn3CCC#N)c2c1C,93,0.1,-16,-4,1,0,-4,8,3,-8
CN1CCN(S(=O)(=O)c2cccc(C(=O)N(c3ccccn3)C3CCCCC3)c2)CC1,103,-1.2,4,2,1,5,-2,1,0,x
CCN(C(=O)CN1CCCC(C)C1)c1c(N)n(Cc2ccccc2)c(=O)[nH]c1=O (centres undefined),95,-1.1,1,-4,7,-8,12,3,3,-5
COc1ccc2cc(C(=O)N3CCN(c4ccccc4OC)CC3)[nH]c2c1,92,-1.0,8,-16,10,3,3,0,-6,-16
N#CC(c1ccccc1)c1ccc2c(C(F)(F)F)cc(C(F)(F)F)nc2n1 (centres undefined),95,-3.4,-1,-1,-36,-2,3,-1,3,x
O=C(c1cccc2ccccc12)C1CCCN(C(=O)CCCn2cncn2)C1 (centres undefined),104,-1.5,-1,-4,-2,-2,6,0,5,-7
O=C(Nc1cccc(-c2ccc(N3CCOCC3)nn2)c1)c1ccccc1,98,-1.6,8,-2,-13,-9,2,-3,2,-2

# An excerpt from above in order of length of the SMILES, rising.
SMILES,ABCB6 inh 2,MC4R ag barr,MC4R antagonist,Exocytosis inh,H9c2 protect,ABHD5 PLIN5 PPI,PDI inh,Glyco luc inh,HTR2A ag,CaV13 FRET inh
Cc1ccccc1-n1c(-c2ccco2)n[nH]c1=S,94,-3.2,2,0,2,-9,2,2,4,-2
CCCCN(CC(=O)NCc1ccc(F)cc1)C(=O)c1ccco1,99,0.9,3,1,-3,2,-9,0,7,-5
Cc1cc(=O)oc2cc(NC(=O)c3ccccc3C(=O)O)ccc12,90,-0.9,-3,-1,-3,2,0,2,0,-4

# (continued)
SMILES,ABCB6 inh 2,MC4R ag barr,MC4R antagonist,Exocytosis inh,H9c2 protect,ABHD5 PLIN5 PPI,PDI inh,Glyco luc inh,HTR2A ag,CaV13 FRET inh
Cc1ccc(CCNC(=O)C2CCCN(S(C)(=O)=O)C2)cc1 (centres undefined),97,-1.8,-1,-5,4,-10,4,2,-1,-5
O=C(N1CCCCC1)C12CC3CC(CC(C3)C1)C2,102,1.6,8,1,1,0,1,0,-1,x
O=C(NCCOC(=O)c1ccncc1)c1ccccc1,98,1.6,-3,6,-2,5,-4,-1,5,-7
CCN(CC)CCCC(C)n1c2nc(=O)[nH]c(=O)c-2nc2cc(Cl)ccc21 (centres undefined),153,-1.7,-13,-1,-13,0,10,-18,-1,-37
N#C/C(=C\c1ccc(N2CCOCC2)c([N+](=O)[O-])c1)c1nc2ccccc2[nH]1,96,-0.3,4,2,62*,0,2,-1,-1,-5
O=C(NCC(c1cccs1)N1CCOCC1)c1ccc(Cl)cc1 (centres undefined),99,-2.8,-3,-1,5,4,-2,6,1,-7
O=C(O)c1ccc(N/N=C/c2ccc(-c3ccccc3Cl)o2)cc1,99,-2.2,7,3,-1,-1,0,-11,-3,+
COc1ccc2nc(-c3ccccc3)cc(C(=O)OCC(=O)N3CCCCC3)c2c1,89,0.8,19,9,15,4,4,2,0,-17
CC(C)COC(=O)CCn1[nH]c(=O)c2ccccc2c1=O,101,2.3,10,0,0,-4,-4,-1,-1,-5
COc1cc(C)cc2oc(=O)c(CC(=O)N3CCN(C(=O)C4COc5ccccc5O4)CC3)c(C)c12 (centres undefined),100,-0.2,10,12,47*,2,7,-2,-9,-2
COc1cccc(CC2(CO)CCCN(Cc3ccccc3Cl)C2)c1 (centres undefined),95,2.4,6,10,-3,1,0,-1,3,-2
CCC(=O)Nc1ccc(C(=O)CN2C(=O)NC3(CCCCCC3)C2=O)cc1,106,0.1,15,1,5,2,-1,-1,-3,-6
COc1ccc(Cl)cc1-c1cc(C(=O)NC2CCCCC2)[nH]n1,95,1.4,5,-15,-4,-1,1,3,-6,-5
CNC(=O)/C(=C\c1cccc(Oc2ccccc2)c1)NC(=O)c1ccccc1,94,1.3,-4,-4,15,-1,-8,4,0,-4
COc1ccc(S(=O)(=O)N2CCCCC2)cc1NC(=O)Cn1cnc2c1c(=O)n(C)c(=O)n2C,92,-1.0,1,-20,3,2,18,3,4,-5
COc1ccc(CCC(=O)Nc2ccc(Cl)c(S(=O)(=O)N3CCOCC3)c2)cc1OC,101,-0.7,15,22,-5,-8,6,1,-6,-1
c1ccc(C[n+]2cccc3c4ccccc4ccc32)cc1,92,1.7,-1,7,-19,6,-7,2,1,-6
O=C(CN1CCCC1)N1CCCc2c1c(=O)oc1ccc(OCc3ccccc3)cc21,98,0.8,3,3,11,6,0,-6,5,-4
O=C(NCCCN1CCOCC1)c1cc(-c2cccs2)on1,100,-0.9,-1,0,0,5,6,46*,1,-7
CCC(NC(=O)Nc1ncccc1C)(C(F)(F)F)C(F)(F)F,108,-1.1,0,0,-5,-1,-5,0,-2,x
Cc1ccccc1OCCC(=O)NNC(=O)COc1cccc(F)c1,96,-3.5,5,-2,5,-5,-14,2,-5,-6
CC12CCC(=O)N1C(C(=O)NCCN1C(=O)S/C(=C\c3ccc(F)cc3)C1=O)CS2 (centres undefined),87,-3.5,5,-4,-4,14,-3,-2,7,-3
Cc1ccc(OCC(=O)NC2CCCCCC2)cc1C,105,-0.6,6,0,-4,-8,3,-1,-4,-10
O=C1CCN(S(=O)(=O)c2ccc(Cl)cc2)CC1,95,-3.6,3,-1,6,1,3,1,6,x
Cc1nc2ncnn2c(C)c1Cc1ccc(Cl)cc1,93,-2.0,0,-1,2,1,-6,2,1,-4

# 13 entries out of the list, ordered by length of the SMILES, ascending:
SMILES,ABCB6 inh 2,MC4R ag barr,MC4R antagonist,Exocytosis inh,H9c2 protect,ABHD5 PLIN5 PPI,PDI inh,Glyco luc inh,HTR2A ag,CaV13 FRET inh
O=C(NCCOC(=O)c1ccncc1)c1ccccc1,98,1.6,-3,6,-2,5,-4,-1,5,-7
O=C(CSc1nnnn1-c1cccc(F)c1)NC1CC1,97,1.5,-5,2,-2,9,2,-1,3,-5
O=C1CCN(S(=O)(=O)c2ccc(Cl)cc2)CC1,95,-3.6,3,-1,6,1,3,1,6,x
O=C(NCC(c1cccs1)N1CCOCC1)c1ccc(Cl)cc1 (centres undefined),99,-2.8,-3,-1,5,4,-2,6,1,-7
COc1cccc(CC2(CO)CCCN(Cc3ccccc3Cl)C2)c1 (centres undefined),95,2.4,6,10,-3,1,0,-1,3,-2
COc1ccc(Cl)cc1-c1cc(C(=O)NC2CCCCC2)[nH]n1,95,1.4,5,-15,-4,-1,1,3,-6,-5
N#C/C(=C/c1ccc2c(c1)OCO2)C(=O)Nc1ccc(O)cc1,91,-1.5,-14,4,-7,3,-3,12,-1,2
O=C(c1cccc2ccccc12)C1CCCN(C(=O)CCCn2cncn2)C1 (centres undefined),104,-1.5,-1,-4,-2,-2,6,0,5,-7
CCC(C)NC(=O)CSc1nc2ccsc2c(=O)n1NC(=O)c1ccccc1 (centres undefined),97,0.8,2,1,4,3,-10,2,2,-5
O=c1nc2cccc3c2=c(/c1=C(\O)c1ccccc1)c1ccccc1c3=O,108,0.8,23,-2,6,-3,7,0,-3,-2
N#CC(c1ccccc1)c1ccc2c(C(F)(F)F)cc(C(F)(F)F)nc2n1 (centres undefined),95,-3.4,-1,-1,-36,-2,3,-1,3,x
O=C(CN1CCCC1)N1CCCc2c1c(=O)oc1ccc(OCc3ccccc3)cc21,98,0.8,3,3,11,6,0,-6,5,-4
CCN(CC)CCCC(C)n1c2nc(=O)[nH]c(=O)c-2nc2cc(Cl)ccc21 (centres undefined),153,-1.7,-13,-1,-13,0,10,-18,-1,-37

# (more compounds)
SMILES,ABCB6 inh 2,MC4R ag barr,MC4R antagonist,Exocytosis inh,H9c2 protect,ABHD5 PLIN5 PPI,PDI inh,Glyco luc inh,HTR2A ag,CaV13 FRET inh
COc1ccc(Nc2c(-c3ccco3)nc3cccc(C)n23)cc1,89,-1.9,0,10,2,3,-6,-1,-3,-4
COc1ccc(C(=O)NNc2ccccc2)cc1OC,113,-0.9,3,0,6,0,-1,2,9,-8
Oc1ccccc1C=NCCN1CCN(CCN=Cc2ccccc2O)C1c1ccccc1O (centres undefined),99,0.4,11,-2,14,3,16,-3,6,-6
C(=NOCCc1ccccc1)c1ccncc1,104,-2.9,-2,-20,3,2,5,-3,0,-6
CCC(C)c1ccccc1OCC(=O)NN1C(=O)c2ccccc2C1=O (centres undefined),99,-2.0,12,-7,0,2,7,3,-5,-19
c1ccc(-c2ncc(-c3ccn[nH]3)s2)cc1,102,-0.9,4,-3,-14,-1,-2,-9,0,-4
